Bioassay records from PubChem.
GLS inhibitor – inhibitors of human glutaminase (GLS); O94925; GLS enzymatic activity, qHTS titration; Potency, µM (series often up to 45.5 µM), without a hit: at the top dose activity change, negative = inhibition, actives largely listed as inhibitors; 410,000 tested, 0.21% active; further: potency means the concentration at half of the fitted maximal effect; on the % scale 0 is the no-effect control and ±100 the full control effect
Target sequence (O94925 whole entry, looked up): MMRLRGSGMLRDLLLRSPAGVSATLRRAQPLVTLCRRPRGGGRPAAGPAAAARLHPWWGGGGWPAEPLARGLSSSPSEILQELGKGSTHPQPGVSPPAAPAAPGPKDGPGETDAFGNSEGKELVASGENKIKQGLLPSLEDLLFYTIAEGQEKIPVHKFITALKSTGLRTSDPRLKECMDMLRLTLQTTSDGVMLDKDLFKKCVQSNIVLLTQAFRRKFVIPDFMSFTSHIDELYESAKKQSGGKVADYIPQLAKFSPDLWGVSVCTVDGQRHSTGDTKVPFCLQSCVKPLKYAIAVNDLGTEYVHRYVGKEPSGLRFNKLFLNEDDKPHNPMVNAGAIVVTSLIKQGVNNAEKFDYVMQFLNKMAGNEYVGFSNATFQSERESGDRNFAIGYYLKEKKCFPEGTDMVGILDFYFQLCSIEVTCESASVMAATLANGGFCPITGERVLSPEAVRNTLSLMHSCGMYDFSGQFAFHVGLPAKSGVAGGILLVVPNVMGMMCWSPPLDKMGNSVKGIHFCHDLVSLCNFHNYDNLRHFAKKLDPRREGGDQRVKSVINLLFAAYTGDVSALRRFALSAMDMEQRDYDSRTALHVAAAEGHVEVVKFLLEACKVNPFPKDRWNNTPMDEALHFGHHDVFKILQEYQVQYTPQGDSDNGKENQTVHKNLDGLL
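hKGA in 45 mM KH2PO4 (pH 8.2), 0.02% Tween-20 with compound, then 1mM L-Glutamine (stock as added) plus glutamate oxidase/HRP/Amplex red coupling mix. Fluorescence read initially and after 30 min at RT; signal change reflects glutamate formation.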
JMJD2A Tudor – JMJD2A Tudor domain (human) inhibition. 390,000 tested, 4.4% active. AlphaScreen JMJD2A-Tudor / H3K4me3 peptide binding. Potency, µM (titrated, usually from 114 µM), for inactives: at the top dose activity change, negative = inhibition, actives largely listed as inhibitors; further: potency means the concentration at half of the fitted maximal effect; on the % scale 0 is the no-effect control and ±100 the full control effect; nearly all actives have a fitted effect of over 50% in size
HP1b binding inh – inhibitors of HP1-beta chromodomain binding to methylated histone tails | Potency, µM (doses to about 114 µM), inactives show at the top dose activity change, negative = inhibition, actives largely listed as inhibitors | AID 540317 | P83916 | 390,000 tested, 0.56% active | AlphaScreen HP1-beta / biotin-H3K9me3 peptide binding; further: potency means the concentration at half of the fitted maximal effect; nearly all actives have a fitted effect of over 70% in size; inactives centre near 23
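AlphaScreen: HP1-beta (50 nM) preformed 30 min with biotin-H3(1-18)K9me3 peptide (50 nM) in PBS pH 7.4, 0.01% Tween-20. Compound added for 30 min at RT, then streptavidin donor/nickel chelate acceptor beads (10 ug/mL) for 30 min.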
PI4K2A inh – blocks human PI4K2A kinase activity. Q9BTU6. purified PI4K2A, ADP-Glo luminescence, 1 h; stronger effect = lower value. activity change, negative = inhibition, % at 76.9 µM. 420,000 tested, 0.13% active; in the data active means activity change below about -50%; inconclusive means mostly about -30% to -49%;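 further: -100% = wells without enzyme as full effect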
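In this quantitative HTS, ADP production by PI4K2A was quantified luminescently after 1 h at ambient temperature; 100 microM adenosine served as plate-quality control.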
ERG-DNA inh – ERG Ets/DNA interaction inhibition. AID 624246. 370,000 tested, 0.028% active. Potency, µM (titrated, usually from 76.9 µM), without a hit: at the highest dose FP activity, negative = inhibition, actives largely listed as inhibitors. fluorescence polarization, His-ERG Ets domain / labelled DNA; active means well fitted inhibition curve with a large enough effect in the polarisation, with a control signal flat; inconclusive means small, poorly fitted or top-dose-only effect, or effect the other way, or a change in a side signal; inactive means no such curve, though single readings can be large or run the other way; the % refers to the polarisation;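 further: polarization taken with two DNA probes labelled with fluorescein and Texas red; potency means the concentration at half of the fitted maximal effect; % of control where 0% means no effect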
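His-tagged ERG Ets domain (1 uM in the protein solution; 300mM KCl, 50mM Tris-HCl, 1mM EDTA, 1mM DTT, pH 7.5) received compound, then a probe mix of 5 nM fluorescein-DNA and 100nM Texas-615-DNA. Fluorescence polarization was read for both dyes.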
Pin1 inh – human Pin1 inhibition; 390,000 tested, 0.009% active; Pin1 FP peptide displacement, HiFluor488, 10 min; Potency, µM (highest dose often 115 µM), inactives show at the top dose activity, negative = inhibition, most hits filed as inhibitors; Q13526; active means well fitted inhibition curve with a large enough effect in the polarisation, with a control signal flat, not every such curve was filed as active; inconclusive means small, poorly fitted or top-dose-only effect, or effect the other way, or a change in a side signal; inactive means no such curve, though single readings can be large or run the other way; the % refers to the polarisation; further: potency means the concentration at half of the fitted maximal effect; on the % scale 0 is the no-effect control and ±100 the full control effect
Target sequence (Q13526 whole entry, looked up): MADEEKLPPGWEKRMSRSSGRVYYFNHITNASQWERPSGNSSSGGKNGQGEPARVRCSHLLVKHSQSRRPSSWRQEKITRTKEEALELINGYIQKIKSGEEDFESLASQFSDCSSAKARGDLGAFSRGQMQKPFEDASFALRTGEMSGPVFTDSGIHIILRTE
Tb PGK inh – blocks T. brucei phosphoglycerate kinase; P07378; AID 602233; 380,000 tested, 0.043% active; Potency, µM (top dose mostly 57.5 µM), for inactives: top-dose activity change, negative = inhibition, actives largely listed as inhibitors; PGK/GAPDH coupled, Kinase-Glo luminescence, 60 min; further: potency means the concentration at half of the fitted maximal effect; on the % scale 0 is the no-effect control and ±100 the full control effect; nearly all actives have a fitted effect of over 60% in size
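Luminescent ATP detection (Kinase-Glo Plus) follows a 60-minute room-temperature incubation, with wells lacking PGK as controls. Buffer: 100 mM TEA (pH 7.6), 5 mM MgCl2, 0.01% Tween-20. Coupling enzyme GAPDH (100 nM final) supplies unstable 1,3-BPG in-well.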
G9a inh – inhibitors of human histone lysine methyltransferase G9a; Q96KQ7; G9a H3K9 monomethylation, AlphaScreen, 2 h; Potency, µM (doses to about 102 µM), without a hit: top-dose activity, negative = inhibition, actives largely listed as inhibitors; 350,000 tested, 8.8% active; AID 504332; further: potency means the concentration at half of the fitted maximal effect; on the % scale 0 is the no-effect control and ±100 the full control effect; nearly all actives have a fitted effect of over 75% in size
Target sequence (Q96KQ7 913-1193 limits assumed): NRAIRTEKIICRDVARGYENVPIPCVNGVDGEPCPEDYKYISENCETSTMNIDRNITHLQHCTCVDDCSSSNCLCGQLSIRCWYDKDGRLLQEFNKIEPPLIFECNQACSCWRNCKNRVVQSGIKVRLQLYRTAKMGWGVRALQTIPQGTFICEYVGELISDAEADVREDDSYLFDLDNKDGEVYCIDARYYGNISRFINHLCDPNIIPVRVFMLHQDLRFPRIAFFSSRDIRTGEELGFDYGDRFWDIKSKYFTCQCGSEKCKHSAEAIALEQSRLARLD
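Enzyme 20 nM + cpd, 15 min RT; add b-H3K9 pep 500 nM / SAM 20 uM; 2 h RT; anti-H3K9me1 Ab 0.5 ug/mL + SA donor / anti-rabbit acceptor beads 20 ug/mL each, 10 min; AlphaScreen read.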
BAZ2B block – blocks human BAZ2B; Q9UIF8; AlphaScreen BAZ2B-H3K14Ac peptide displacement; Potency, µM (highest dose often 114 µM), for inactives: at the highest dose activity change, negative = inhibition, most hits filed as inhibitors; 360,000 tested, 4.4% active; AID 504333; further: potency means the concentration at half of the fitted maximal effect; on the % scale 0 is the no-effect control and ±100 the full control effect; nearly all actives have a fitted effect of over 60% in size
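AlphaScreen displacement of biotin-H3(5-23)K14Ac peptide (50 nM final) from BAZ2B (50 nM final) in PBS pH 7.4, 0.01% Tween-20; complex preformed 30 min RT, then compounds (top 110 uM) 30 min RT, beads 20 min dark.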
* = called active by the depositor; i = inactive; ? = inconclusive; nt = no result given; & = joins results of further samples; [ ] = remark or other dose. Unless noted, the call rests on the fitted dose curve; in most records, active means well fitted curve in the direction sought with a large enough effect; inconclusive means small, poorly fitted or top-dose-only effect, or another doubt; inactive means no such curve, though single readings can be large; an effect the other way counts as inactive or inconclusive.

SMILES	GLS inhibitor	JMJD2A Tudor	HP1b binding inh	PI4K2A inh	ERG-DNA inh	Pin1 inh	Tb PGK inh	G9a inh	BAZ2B block
Cc1ccc(NC2=C(CC(=O)O)C(c3ccc(F)cc3)N(c3ccc(C)cc3)C2=O)cc1 (stereo unspecified)	2%	-15%	21%	-1	1%	?	-2%	-35%[59 µM]	-22%
COc1ccccc1CNS(=O)(=O)c1c(C(=O)N2CCCCCC2)c(C)n(C)c1C	0%	-15%	44%[activator]	4	2%	-6%	1%	-11%[59 µM]	-38%
O=C(NCCN1CCN(c2ccccc2F)CC1)C1c2ccccc2C(=O)N2CCc3ccccc3C12 (stereo unspecified)	11%	-15%	50%[activator]	1	-6%	3%	-3%	-26%[12.7 µM]	-2%
NS(=O)(=O)c1ccc(CCNc2ccc(C(F)(F)F)cn2)cc1	-6%	9%	24%	-1	-2%	-5%	-6%	-14%	1%
Cc1cc(C)cc(N(C(=O)c2cccs2)C2C=CS(=O)(=O)C2)c1 (stereo unspecified)	0%	-5%	25%	3	8%	-4%	-8%	-28%	-15%
C/C(=N\NC(N)=S)c1ccc(-n2ccnc2)cc1	19%	-19%	18%	-2	2%	-3%	i	?	-20%
COc1ccc(CNC/C=C/c2ccccc2)cc1	1%	-6%	34%	-6	-2%	3%	-1%	-7%	-13%
CC(c1nc2ccccc2c(=O)[nH]1)N(C)c1ccc2ccccc2c1 (stereo unspecified)	5%	-13%	21%	3	2%	0%	4%	?	-5%
CCN(c1ccc(OC)cc1)S(=O)(=O)c1nnc(NC(=O)CC(C)C)s1	-4%	-19%	17%	4	5%	-1%	i	-9%[2.33 µM]	-1%
CCn1c(C)c(C)c2cc(C(=O)NCC(C)c3ccccc3)ccc21 (stereo unspecified)	2%	?	-8%	-2	11%	?	-9%	-33%[59 µM]	-37%
CCCP(=O)(CC(=O)O)c1ccccc1 (stereo unspecified)	0%	-21%	27%	-7	5%	-10%	i	-2%[59 µM]	nt
COc1ccc(OCc2nnc(SCC(=O)Nc3ccccc3C#N)o2)cc1	-3%	4%	20%	1	1%	-3%	9%	14%	2%
COCCn1c(SCC(=O)NN2C(=O)NC(C)(c3ccccc3)C2=O)nnc1-c1ccncc1 (stereo unspecified)	1%	-7%	38%[activator]	2	-8%	-1%	0%	?	-5%
Oc1c(C2=NCCNC(C(F)(F)F)=C2)ccc2ccccc12	0%	50µM*	?	-1	-4%	10%	2%	-108%[59 µM]	25µM*
COc1ccc2c(c1)CC(C(=O)NCCCN1CCN(c3ccccc3F)CC1)CO2 (stereo unspecified)	5%	?	5%[57 µM]	-1	-2%	-4%	-2%	-3%[59 µM]	-28%
CCNC1(C#N)CCN(Cc2ccccc2)CC1	18%	?	14%	-2	-1%	0%	9%	nt	nt
CN(CC(=O)Nc1ccc(Cl)cc1)C(=O)CNC(=O)c1ccc(Br)o1	7%	-12%	9%	0	-7%	3%	-6%	-36%	-2%
CN(c1cccc(Cl)c1)S(=O)(=O)c1cccc(C(=O)NC2=NCCS2)c1	6%	?	25%	-3	6%	3%	-4%	-2%[0.501 µM]	-6%
CC1CCC(C(C)C)C(OC(=O)CSc2nnc(N)s2)C1 (stereo unspecified)	-1%	-20%	28%	5	1%	-7%	0%	-26%	?
CCOC(=O)NNc1ccc(C(F)(F)F)cn1	0%	10µM*	12%	1	13%	-9%	i	7%	1%
CCC1(c2ccccc2)SC(N)=NC1=O (stereo unspecified)	0%	-10%	19%	0	-4%	0%	i	nt	nt
CSc1nc(C)cc(Oc2ccccc2)n1	-1%	25%	14%	8	-6%	-1%	-2%	47%	20%
O=C1CCC(c2ccccc2)=NN1Cc1c(F)cccc1Cl	-6%	8%	19%	-1	0%	2%	-1%	-18%	-16%
Cn1cccc1C(=O)OCc1nc2ccccc2c(=O)[nH]1	-16%	?	18%	-23	11%	?	-6%	nt	nt
COC(=O)c1ccc(S(=O)(=O)NCc2ccco2)o1	1%	-6%	59%[activator]	-2	5%	-4%	i	-29%	-15%
Cc1occc1C(=O)O/N=C(\N)c1ccc(Cl)cc1	-4%	-10%	13%	1	-9%	-2%	i	22%	-3%
O=C(O)c1nn(CC(=O)N2CCCCCC2)c(=O)c2ccccc12	6%	-14%	20%	2	10%	-3%	i	2%	-3%
CCN(CC)CCNC(=O)c1ccc(CS(=O)(=O)c2ccc(Br)cc2)o1	-6%	-9%	22%	5	4%	1%	-2%	12%[59 µM]	-2%
O=C(O)c1cccc(S(=O)(=O)Nc2ccccc2Cl)c1	12%	-6%	21%	8	-3%	-2%	-2%	14%[59 µM]	-2%
Cc1csc(NC(=O)c2ccc(Cn3nc(C)c(Br)c3C)o2)n1	3%	-29%	-11%	0	0%	0%	-4%	7%	-23%
Cc1ccc(OCC(=O)Nc2ccc(N3CCN(S(C)(=O)=O)CC3)cc2)cc1	-3%	-3%	10%	4	18%	0%	-6%	nt	-4%
CCOC(=O)C(Cc1ccccc1)NC(=O)CCCC(=O)c1ccccc1 (stereo unspecified)	-2%	7%	72%[activator]	-2	-5%	1%	nt	-36%	0%
Cc1[nH]c2ccccc2c1/C=N/NC(=O)CNC(=O)COc1ccccc1	0%	-20%	18%	-3	10%	1%	0%	12%[59 µM]	-16%
NS(=O)(=O)c1ccc(Cl)c(S(N)(=O)=O)c1	5%&-17%	-5%	23%[57 µM]	1&-6	2%	-5%	-1%	15%[59 µM]	nt
NC(=S)n1[nH]c(-c2ccc([N+](=O)[O-])cc2)c(N=Nc2cccc(Cl)c2)c1=O	11%	40µM*	-18%	-2	-4%	nt	?	35µM*	?
CCOC(=O)CSc1nc(C)c(C(C)=O)cc1C#N	nt	13%	30%	6	-6%	1%	-7%	?	1%
Cc1cccc(NC(=O)Cn2nnc3ccccc32)c1	2%	-6%	21%	1	8%	-3%	i	-12%[59 µM]	-18%
COc1ccc(Cl)cc1C(=O)NNC(=O)c1cccc(S(=O)(=O)N(C)C)c1	-6%	-16%	8%	5	6%	-4%	i	6%	12%
Cc1cc(C)c2cc(C(=O)N(C)C3CCN(C)CC3)[nH]c2c1	-5%	-3%	28%	8	-7%	-1%	-5%	nt	5%
CCOC(=O)[C@@H]1[C@H]2COc3cc(OC)ccc3[C@H]2N2C(=O)N(c3ccc(OC)cc3)C(=O)[C@]12C	-3%	-27%	12%	0	14%	5%	-6%	nt	nt
COc1cc2cc(-c3ccc(O)cc3O)nc(C)c2cc1OC	3%	-11%	1%	-4	14%	8%	i	2%[2.33 µM]	?
O=c1c2[nH]c3ccccc3c2ncn1Cc1cccnc1	-9%	-12%	20%	6	-5%	5%	-8%	-18%	-13%
CCOC(=O)Cc1cc(-c2ccc(OC)cc2)nc2ccc3ccccc3c12	3%	55%[activator]	81%[activator]	-6	1%	19%	-4%	84%[activator][59 µM]	52%[activator]
CC(c1ccncn1)N(C)C(=O)c1ccc2oc(Cc3ccccc3)nc2c1 (stereo unspecified)	-5%	0%	19%	4	-7%	4%	4%	nt	-1%
Cc1ccc(S(=O)(=O)/C(C#N)=C/c2c(N3CCOCC3)nc3ccccn3c2=O)cc1	0%	-24%	14%	-1	-10%	26%	-2%	-35%	-12%
COC(=O)CCC(=O)COc1ccccc1C#N	1%	-6%	33%[activator]	-1	2%	-3%	-9%	2%	-2%
Cc1ccc(NS(=O)(=O)c2ccc(C(=O)NCc3cccnc3)cc2)cc1	7%	-14%	15%	0	4%	-4%	-4%	-14%	-26%
CN(Cc1ccc(Cl)cc1)C(=O)c1cc(S(=O)(=O)N2CCOCC2)ccc1N1CCCC1	-1%	-14%	11%	1	-2%	-1%	-4%	-38%	-2%
CCOc1ncc(S(=O)(=O)N2CCN(CC)CC2)cc1C(=O)O	2%	-15%	45%[activator]	-4	-5%	-11%	i	-13%	3%
Cc1cccn2c(=O)c(C=C(C#N)C#N)c(N3CCN(c4cccc(Cl)c4)CC3)nc12	6%	-32%	-1%	0	19%	?	-1%	-7%	-21%
CC1CCCN(C(=O)COC(=O)C2CCN(S(=O)(=O)c3ccc(Cl)c(C(F)(F)F)c3)CC2)C1 (stereo unspecified)	18%	-4%	15%	5	2%	-1%	5%	-16%	-5%
O=C(N/N=C/c1ccccn1)C(O)c1ccccc1 (stereo unspecified)	0%	-25%	21%	2	-4%	2%	7%	0.71µM*	?
OCCCc1nc2ccccc2n1CCCCOc1ccccc1	-1%&4%	1%&-3%	49%&9%[activator]	-1&-1	0%&-18%	-3%&-6%	8%	15%[12.7 µM]	0%&1%

Rewritten with two lines to a compound: part of the list above.
Values in the order: GLS inhibitor | JMJD2A Tudor | HP1b binding inh | PI4K2A inh | ERG-DNA inh | Pin1 inh | Tb PGK inh | G9a inh | BAZ2B block
- Cc1cccn2c(=O)c(C=C(C#N)C#N)c(N3CCN(c4cccc(Cl)c4)CC3)nc12
→ 6% | -32% | -1% | 0 | 19% | ? | -1% | -7% | -21%
- CC1CCCN(C(=O)COC(=O)C2CCN(S(=O)(=O)c3ccc(Cl)c(C(F)(F)F)c3)CC2)C1 (stereo unspecified)
→ 18% | -4% | 15% | 5 | 2% | -1% | 5% | -16% | -5%
- O=C(N/N=C/c1ccccn1)C(O)c1ccccc1 (stereo unspecified)
→ 0% | -25% | 21% | 2 | -4% | 2% | 7% | 0.71µM* | ?
- OCCCc1nc2ccccc2n1CCCCOc1ccccc1
→ -1%&4% | 1%&-3% | 49%&9%[activator] | -1&-1 | 0%&-18% | -3%&-6% | 8% | 15%[12.7 µM] | 0%&1%
